MITF act – increases MITF-driven TRPM1 promoter luciferase signal; SK-MEL-5 TRPM1-promoter luciferase, 24 h; % of positive control, neutral wells = 0; activation, % at 12.5 µM; 300,000 tested, 0.75% active; AID 588334;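 active = mean activation of at least 80% with every replicate also reaching 80%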;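 note: 0% = neutral control wells and 100% = parthenolide positive control wells; values of inactives mirror those of a sister screen read the other way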
SR-BI uptake up – enhances SR-BI lipid uptake from DiI-HDL. CHO ldlA[mSR-BI] cells, DiI-HDL uptake fluorescence, 3 h; 100 = double the neutral-control signal. activation, % at 12.5 µM. 320,000 tested, 0.096% active. AID 504775;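 active = mean replicate activation of at least 60% and every replicate at or above 60%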;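 note: 0% = median plate neutral-control signal and 100% = twice that signal; values of inactives mirror those of a sister screen read the other way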
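Test system: SR-BI-overexpressing, LDLR-lacking CHO cells; Also added: labelled HDL, 10 µg/mL; Measured by: bottom-read cell fluorescence after medium removal, ex 550/em 595 nm; Timing: 3 h uptake period with compound, 37 °C; Buffer or medium: F12, 0.5% BSA, 25 mM HEPES; Doses: single compound concentration, delivered by pin transfer.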
CDK5 p35 inh – blocks human CDK5/p35 kinase activity; Q00535+Q15078; Recombinant CDK5/p35, ADP-Glo luminescence, 60 min; inhibition, % at 10 µM; 330,000 tested, 0.01% active;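 active = highest replicate inhibition of at least 50% and at least 75% of replicates reaching 50%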;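 note: plate controls were DMSO neutral control for no effect and GW8510 at 10 µM for full effect; many of its hits are not listed in these tables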
Mot1-301 SUMO – blocks SUMOylation pathway, rescuing yeast Mot1-301 growth | S. cerevisiae Mot1-301 growth rescue, ATP luminescence, 38.5C; percent above DMSO median, 100 means doubled | growth rescue, % at 18.8 µM | 320,000 tested, 1% active | AID 2716;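 active = every valid replicate shows activation above 250% relative to neutral control wells; inactive = the rest, any valid replicate at or below 250%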;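 note: OY570 slx delta 5 strain wells were the positive control but not used for scaling; some compounds called inactive have numbers as strong as hits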
Arrestin-AP2 inh – human beta-arrestin and AP2 interaction inhibition; inhibition, % at 10 µM; AID 504490; FITC-arrestin peptide / GST-AP2 beads, flow cytometry; AP2 beta2 appendage carries R879A mutation; 340,000 tested, 0.31% active;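 active = inhibition above a set limit, near 3 SD of compounds lacking own fluorescence, cut at about 54% in these data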;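 note: plate controls were DMSO wells for no effect and 5 µM unlabelled arrestin peptide for full effect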
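Test system: GST-tagged AP2 beta2-adaptin appendage (R879A) on 4 µm glutathione beads; also added: fluorescein-tagged arrestin peptide at 50 nM final; timing: 12 min plus 1 h, RT; signal: flow cytometry, FL1 (488/535 nm); read-out: percent drop in bead-associated FITC signal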
PKA-R1A activ – activators of PKA-R1A complex | P00514+P68181 | 340,000 tested, 0.083% active | activation, % at 11.4 µM | PKA-R1A dissociation, Cy5-IP20 fluorescence polarization; scaled: DMSO 0%, 113 µM cGMP 100%;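 active = percent activation above the mean of all tested compounds plus 3 SD, cut at about 19% in these data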;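 note: higher means more PKAc released from R1A so a rise in polarization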
SR-BI HDL uptake – inhibitors of mouse SR-BI mediated HDL lipid uptake. Q61009. inhibition, % at 12.5 µM. 320,000 tested, 0.96% active. ldlA[mSR-BI] CHO cells, DiI-HDL uptake fluorescence, 3 h;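 active = mean replicate inhibition of at least 70% and a set share of replicates each scoring 70 or more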;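 note: 0% = median of neutral control wells and 100% = median of positive control wells; values of inactives mirror those of a sister screen read the other way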
Target sequence (Q61009 whole entry, looked up): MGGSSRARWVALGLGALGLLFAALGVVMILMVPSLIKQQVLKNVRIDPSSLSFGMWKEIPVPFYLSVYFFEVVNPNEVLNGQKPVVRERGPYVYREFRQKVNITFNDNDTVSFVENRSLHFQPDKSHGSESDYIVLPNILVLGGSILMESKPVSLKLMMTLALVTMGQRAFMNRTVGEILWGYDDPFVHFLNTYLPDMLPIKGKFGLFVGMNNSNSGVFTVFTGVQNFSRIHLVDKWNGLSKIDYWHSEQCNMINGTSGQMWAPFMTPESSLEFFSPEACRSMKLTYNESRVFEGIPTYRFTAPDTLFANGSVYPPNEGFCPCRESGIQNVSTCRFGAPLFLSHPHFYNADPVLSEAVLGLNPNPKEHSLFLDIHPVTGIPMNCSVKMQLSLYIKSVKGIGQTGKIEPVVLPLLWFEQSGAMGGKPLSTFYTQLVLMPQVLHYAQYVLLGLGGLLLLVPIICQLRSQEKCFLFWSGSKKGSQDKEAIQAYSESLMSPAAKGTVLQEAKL
NSD2 inh – NSD2 (human) methyltransferase inhibition; O96028; NSD2 peptide methylation, AlphaScreen, 120 min; inhibition, % at 12.5 µM; 310,000 tested, 0.54% active; in the data active = inhibition above about 50%
dFosB activator – mouse delta FosB homodimer activation. P13346. purified delta FosB, TAMRA-CDK5 oligo fluorescence polarization; percent of positive-control signal above neutral wells. activation, % at 25 µM. 340,000 tested, 0.99% active;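 active = mean activation above about 17%, with every replicate also reaching it, limit read from the data, passing the limit was not always enough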;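 note: fluorescence polarization rise as delta FosB binds a TAMRA Cdk5 AP-1 oligo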
DSG3 Ab inh – inhibitors of pemphigus antibody binding to human desmoglein-3; P32926; DSG3-coupled beads, scFv-anti-DSG3-GFP binding, flow cytometry; hits give low values; binding (percent of control), % at 10 µM; 310,000 tested, 0.48% active; AID 588358;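 active = binding more than 3 SD below its plate's average and above zero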;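 note: hits lower antibody fragment binding to DSG3; some compounds called inactive have numbers as strong as hits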
PKA-R2B activ – activates the human PKA-R2B holoenzyme complex; P22694+P31323; AID 504700; activation, % at 11.4 µM; PKA-R2B holoenzyme dissociation, Cy5-IP20 fluorescence polarization; R2B truncated from residue 108, S112A mutant; 0% DMSO only, 100% 113 µM cGMP; 340,000 tested, 0.079% active;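 active = activation above a cutoff set at the mean over all compounds plus 3 SD, cut at about 18% in these data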;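 note: higher means more holoenzyme dissociation and a rise in polarization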
Target sequence (P31323 whole entry, looked up, other chains not shown, the tested form may be a part): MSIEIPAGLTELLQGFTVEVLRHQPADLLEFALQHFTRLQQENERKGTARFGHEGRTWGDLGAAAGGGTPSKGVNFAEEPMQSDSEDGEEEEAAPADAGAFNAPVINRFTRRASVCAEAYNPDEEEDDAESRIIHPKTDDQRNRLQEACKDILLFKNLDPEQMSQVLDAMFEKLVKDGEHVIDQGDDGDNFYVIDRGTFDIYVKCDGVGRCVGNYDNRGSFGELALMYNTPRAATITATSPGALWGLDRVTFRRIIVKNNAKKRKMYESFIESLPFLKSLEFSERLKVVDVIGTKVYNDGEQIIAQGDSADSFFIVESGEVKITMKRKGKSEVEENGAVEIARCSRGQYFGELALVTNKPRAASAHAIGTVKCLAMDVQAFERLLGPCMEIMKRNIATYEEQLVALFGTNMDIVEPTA
Active calls of the source: *; i = inactive; · = no result given.

SMILES	MITF act	SR-BI uptake up	CDK5 p35 inh	Mot1-301 SUMO	Arrestin-AP2 inh	PKA-R1A activ	SR-BI HDL uptake	NSD2 inh	dFosB activator	DSG3 Ab inh	PKA-R2B activ
Cc1sc2ncnc(SCC(=O)N3CCCC3=O)c2c1C	-9	-4	1.2	4	-12	1	4	·	-12	108	5
O=C(COc1ccc(Cl)cc1Cl)OCC(=O)c1ccc[nH]1	-2	12	-1.2	20	26	6	-12	6	-13	94	5
O=C(OC1CCOC1=O)c1cncc(Br)c1 (stereo not drawn)	10	14	-0.5	-11	32	4	-14	-3	3	100	-4
Cc1cc(C(=O)NNc2c(Cl)cccc2Cl)n(C(C)(C)C)n1	7	-5	-0.5	330	-4	0	5	-3	0	100	1
CNC(=S)NNC(=O)CSCc1c(Cl)cccc1Cl	·	-2	3.0	5	-18	·	2	-1	-8	94	·
Cc1ccc(S(=O)(=O)N2CCOCC2)cc1NC(=O)COC(=O)CCC(=O)c1cccs1	3	-2	0.4	522*	29	-5	2	1	-5	98	-10
Oc1c(Cl)cc(Cl)cc1/C=C/c1ccc2cccc(O)c2n1	-22	-32	-0.4	8	4	-4	32	2	-6	102	-3
COc1ccc(C(=O)NNC(=O)Cc2ccc(Cl)cc2)cc1	-1	-21	-2.1	5	-11	-11	21	0	1	111	1
CCOc1ccc(OCCC(=O)N(CC(=O)Nc2ccccc2C(F)(F)F)Cc2ccco2)cc1	-1	-37	-0.6	73	-10	-7	37	1	-6	104	-16
COc1ccccc1NC(=S)N(Cc1ccco1)Cc1cc2cc(C)cc(C)c2[nH]c1=O	-12	-35	1.9	397	22	6	35	0	2	97	-11
C=CCN(CC=C)S(=O)(=O)c1ccc(NC(=S)NC(=O)/C=C/c2ccccc2)cc1	1	-52	2.8	5	-7	-2	52	-1	-7	·	8
O=C(CCN1C(=O)S/C(=C\c2ccccc2)C1=O)Nc1ccc(S(=O)(=O)Nc2nccs2)cc1	-1	-1	-1.7	692	16	-14	1	17	-11	109	-7
NC(=O)C1CCN(c2ncnc3c2c(-c2ccccc2)cn3-c2ccccc2)CC1	3	-36	1.6	17	1	-4	36	·	-17	97	-11
CCOC(=O)/C(=N/Nc1ccccc1)c1csc(Nc2ccccc2)n1	7	-95	0.4	4	-2	-9	95*	3	-5	100	2
Cc1ccc(Cl)cc1N1CCN(C(=O)CCS(=O)(=O)c2ccc3c(c2)NC(=O)CO3)CC1	4	-11	0.8	4	1	0	11	-2	-1	102	-2
Cc1nc(C(=O)N(C)C)nn1-c1ccc(Cl)cc1Cl	·	21	-1.7	491	27	-10	-21	-4	6	99	-13
CCc1ccc(NC(=O)Cn2cccc2)cc1	25	12	0.1	190	-3	-2	-12	0	6	85	2
CC(C)(C)CC(=O)Nc1cc2c3c(c1)CCC(=O)N3CCC2	-4	-12	2.1	-5	1	-4	12	3	4	124	-6
Cc1nnc(SCC(=O)Nc2sccc2C#N)s1	-11	2	-0.9	232	1	4	-2	4	-18	100	0
O=C(COC(=O)Cc1ccccc1F)NCCNC(=O)COC(=O)Cc1ccccc1F	-7	-4	-3.1	-21	1	-6	4	1	-1	93	-2
CCO/C(=C/c1sc2ccc(OC)cc2[n+]1CCCS(=O)(=O)[O-])CC	·	19	-4.8	4	-1	3	-19	2	-10	·	0
Cc1occc1C(=O)Nc1ccc2ccccc2c1	49	-25	0.2	-8	8	6	25	6	-2	100	-9
O=C1CSC(c2ccc(Cl)c(Cl)c2)N1c1nccs1 (stereo not drawn)	6	7	0.3	8	25	11	-7	-3	1	91	3
CCN(CC(=O)NCc1ccc(F)cc1)C(=O)/C=C/c1ccc(S(=O)(=O)N(CC)CC)cc1	-26	-76	-0.5	9	15	4	76*	1	-9	100	-10
O=C(N/N=C/C=C/c1ccc([N+](=O)[O-])cc1)c1cccs1	11	-23	-1.3	99	9	-1	23	-7	6	94	0
The list continues.
SMILES	MITF act	SR-BI uptake up	CDK5 p35 inh	Mot1-301 SUMO	Arrestin-AP2 inh	PKA-R1A activ	SR-BI HDL uptake	NSD2 inh	dFosB activator	DSG3 Ab inh	PKA-R2B activ
CN(C)/C=C1\SC(=S)N(N2C(=O)C3C4C=CC(C4)C3C2=O)C1=O (stereo not drawn)	2	14	-11	4	6	-9	-14	0	1	100	-2
C=CCNCCOCCOc1ccc(C)cc1Br	8	10	-3.1	35	4	-2	-10	23	-17	104	-3
O=S(=O)(c1cccc(F)c1)N1CCc2sccc2C1c1ccc(OC(F)(F)F)cc1 (stereo not drawn)	·	-1	-0.8	-4	5	·	1	-2	-2	98	·
Cc1ccc(Nc2nc(C(=O)NCCCN3CCOCC3)cs2)cc1	-7	-4	2.1	16	0	13	4	3	-4	95	3
COC(=O)Cn1cnc2sc3c(c2c1=O)CCCC3	10	10	2.1	0	-8	3	-10	0	1	103	0
COC(=O)C1(NC(=O)NC2CCCCC2)CCCCC1	-6	13	0.4	-10	8	4	-13	-3	5	111	5
CNC(=O)C1CC(=O)N(Cc2ccccc2)C(=Nc2ccc(OC)cc2)S1 (stereo not drawn)	4	6	-4.5	-11	-4	5	-6	-1	1	111	15
CC(=O)N1CCc2ccc(S(=O)(=O)N3CCN(C)CC3)cc21	1	20	0.5	-3	7	-6	-20	-2	1	107	-8
NC(=O)CSc1nc(C2CC2)nc2sc3c(c12)CCCC3	53	3	-0.7	1	38	0	-3	-1	13	95	0
CCN(CC(=O)Nc1ccc2c(c1)OCCO2)C(=O)/C=C/c1ccccc1	19	0	-0.2	89	12	-5	0	-8	-7	99	0
N#CCSc1nnc(-c2cccnc2)n1-c1ccccc1	·	20	0.8	97	13	-4	-20	0	-5	102	0
Cc1cc(C)nc(OC(C(=O)O)C(OCCc2ccccc2)(c2ccccc2)c2ccccc2)n1 (stereo not drawn)	·	4	1.5	-8	4	5	-4	2	-4	117	-5
Cc1ccc2c(Cl)cc(Cl)c(OCC(=O)NC3CCS(=O)(=O)C3)c2n1 (stereo not drawn)	10	2	1.2	0	43	-9	-2	1	-8	·	1
Cc1ccc(C)n1NC(=O)c1ccc(Cl)cc1Cl	-4	0	-1.0	3	11	8	0	3	4	96	2
CC(=O)N1CCN(S(=O)(=O)c2cccc(C(=O)Nc3ccccc3N3CCOCC3)c2)CC1	8	18	-1.6	-14	44	-9	-18	-4	7	101	2
CC(=O)c1ccc(NC(=O)c2cc(S(=O)(=O)N3CCOCC3)ccc2C)cc1	1	-1	-0.7	3	2	-5	1	-2	-5	115	0
Cc1cc(C)c(C#N)c(N2CCSCC2)n1	14	-3	1.0	-5	28	-5	3	-15	1	98	-3
Cc1ccc(C)c(C(=O)CCC(=O)NCc2ccc(Cl)cc2)c1	-6	5	-1.8	14	-3	1	-5	-5	-14	85	-1
COCCNC(=O)/C(C#N)=C\c1ccc(CNS(=O)(=O)c2ccccc2)o1	9	-3	-0.5	-12	5	-9	3	-6	0	112	-8
COc1ccc(CCN2C(=O)c3[nH]nc(-c4ccccc4O)c3C2c2cccc(O)c2)cc1OC (stereo not drawn)	4	0	-2.3	-13	-6	6	0	7	-7	101	-4
O=S(=O)(c1ccc(Cl)s1)N1CCNCC1	·	-3	0.9	23	46	7	3	-1	-6	·	9
O=C(CCC(=O)N1CCOc2ccccc21)NCCCN1CCOCC1	·	4	-0.4	150	11	-1	-4	·	3	103	-10
COC(=O)Cc1cc(=O)[nH]c(/N=C(\N)Nc2ccc(C)cc2)n1	0	-3	5.4	-14	27	-1	3	-1	2	95	5
COc1ccc(C(=O)Nc2ccc(N3CCN(C(=O)c4ccccc4C)CC3)cc2)cc1	-18	-63	1.9	-3	1	-1	63	-1	-4	99	-3
CN(C)CCCNC(=S)N1CCN(c2nc(-c3ccccc3)cs2)CC1	·	-22	0.7	13	-23	5	22	16	0	134	2

Compound profiles, as listed above. Screens in order: MITF act, SR-BI uptake up, CDK5 p35 inh, Mot1-301 SUMO, Arrestin-AP2 inh, PKA-R1A activ, SR-BI HDL uptake, NSD2 inh, dFosB activator, DSG3 Ab inh, PKA-R2B activ
O=S(=O)(c1ccc(Cl)s1)N1CCNCC1 in the list: ·, -3, 0.9, 23, 46, 7, 3, -1, -6, ·, 9
O=S(=O)(c1cccc(F)c1)N1CCc2sccc2C1c1ccc(OC(F)(F)F)cc1 (stereo not drawn) in the list: ·, -1, -0.8, -4, 5, ·, 1, -2, -2, 98, ·

Other records follow:
SMILES	MITF act	SR-BI uptake up	CDK5 p35 inh	Mot1-301 SUMO	Arrestin-AP2 inh	PKA-R1A activ	SR-BI HDL uptake	NSD2 inh	dFosB activator	DSG3 Ab inh	PKA-R2B activ
CCc1ccc(C(=O)COC(=O)CNC(=O)CNS(=O)(=O)c2ccccc2)cc1	-7	24	-0.9	-1	5	0	-24	-3	-6	104	-10
O=C(NNc1ccccn1)C(c1ccccc1)c1ccccc1	-2	8	-0.9	9	29	-6	-8	0	-1	101	-3
Cc1ccc(-c2nc(N/N=C/c3cccnc3)c3ccccc3n2)cc1	38	-45	6.8	-12	-10	-5	45	·	-48	126	1
COc1ccc(CNS(=O)(=O)c2c(C)[nH]c(C)c2C(=O)N2CCCC2)cc1	-6	20	1.9	13	-6	2	-20	0	-8	·	2
O=C(CN1C(=O)C2CC=CCC2C1=O)NCC(=O)Nc1ccc(F)c(F)c1 (stereo not drawn)	3	13	1.9	808	-6	-4	-13	1	2	128	-1
Cc1ccc(N(C(=O)CC2NC(=O)NC2=O)C2(C(=O)NC3CCCC3)CCCCC2)cc1 (stereo not drawn)	3	14	-1.0	i	30	-12	-14	-1	0	107	-11
C[C@H](CO)N1C[C@H](C)[C@@H](CN(C)C(=O)Nc2ccc3c(c2)OCO3)Oc2ccc(NC(=O)Cc3ccccc3)cc2C1=O	1	2	0.7	-17	-6	6	-2	·	-4	111	-8
CCOc1ccc(/C=C/C(=O)OC(C)C(=O)NC2CCCCC2C)cc1OC (stereo not drawn)	-3	-24	-0.7	-2	3	3	24	0	13	103	-6
Cc1ccc(CNc2nc3ccccc3n3nnnc23)cc1	14	10	-0.5	-15	26	-15	-10	-1	-3	108	-1
COc1cccc(C(=O)N/N=C(\C)CC(=O)Nc2ccc(N(C)C)cc2)c1	-3	15	0.4	5	29	6	-15	6	-3	105	9
CC(=O)N1CCOc2ccc(S(=O)(=O)N3CCN(c4cc(C)ccc4C)CC3)cc21	-6	14	·	-4	10	6	-14	-5	-5	109	-1
CCCOc1ccc(/C(O)=C2\C(=O)C(=O)N(c3ccccn3)C2c2ccccc2F)cc1C (stereo not drawn)	2	6	0.3	12	14	-2	-6	2	-5	98	0

Screens (PubChem BioAssay)
